Compound activity as filed in PubChem BioAssay.
H9c2 TAG inh – reduces triacylglycerol accumulation in H9c2 cells; Nile Red lipid (TAG) fluorescence; cells loaded with 200 µM oleic acid; inhibition, % at 12.5 µM; 230,000 tested, 0.66% active;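 active = pattern-corrected inhibition of lipid staining of at least 50% with the nuclear-stain viability signal not falling by more than 50%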;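 also: 0% = DMSO wells and 100% = triacsin C control wells; some results filed as inactive read as strong as hits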
H9c2 TAG inh DAPI viability – second read-out of H9c2 TAG inh, no call of its own (marks repeat the call); DAPI nuclei signal change (viability), lower = more cytotoxic, %;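 whole-well DAPI fluorescence read on a plate reader as a viability signal; minus 50 percent equals half of cells still viable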
* hit, by the source's call. The list is partial (hit frequency here may not be typical).

smiles,H9c2 TAG inh DAPI viability,H9c2 TAG inh
CC(=O)O[C@@H]1C[C@H]2C(C)=C[C@H]3OC(=O)[C@@H](C)[C@H]3C[C@H]2[C@]1(C)O,3.9,6.1
Cc1nc2c(c(=O)n1CCC1=CCCCC1)c1nc3ccccc3nc1n2/N=C/c1ccccc1,-4.4,28.9
NC(=O)CN1CCN(C(=O)NC2CCCCC2)CC1,-8.7,0.2
C(=NN1CCCCCC1)c1ccc2c(c1)OCO2,-3.2,-2.8
Cc1ccc([C@@H]2CC(=O)[C@@H]3CN(S(=O)(=O)c4ccc(C)cc4)[C@H](c4ccc(Cl)cc4)C[C@@H]3N2S(=O)(=O)c2ccc(Cl)cc2)cc1,-6.2,12.0
Nn1cc(-c2ccccc2)nc1SCC(=O)NCC(F)(F)F,2.9,-9.5
Cc1ccc(C(=O)Nc2ccnc(-c3cccnc3)n2)cc1,8.5,-16.0
COc1ccc(NC(=O)COC(=O)C2COc3ccccc3O2)cc1OC (configuration not stated),1.0,-11.3
CC(C)C(NS(=O)(=O)c1c(Cl)cccc1Cl)C(=O)OCC(=O)c1c[nH]c2ccccc12 (configuration not stated),8.9,-4.2
Nc1cccc2[nH]c(C(F)(F)F)nc12,2.8,0.4
O=C(NCc1ccccc1)C1=C[C@H](C2CCCCC2)C[C@H](OCc2ccc(CO)cc2)O1,11.8,-16.3
O=C(Cn1nc(-c2cccc([N+](=O)[O-])c2)c2ccccc2c1=O)NCC1CCCO1 (configuration not stated),3.8,1.5
O=C(COc1ccc(C(=S)N2CCOCC2)cc1)Nc1ccccc1C(F)(F)F,1.5,9.6
COc1ccc(CNC(=O)CCNC(=O)c2ccco2)cc1OC,6.7,-6.3
Cc1cc(=O)n2c3c(cccc13)CCC2,-3.7,-5.4
O=S(=O)(Cc1ccc(Cl)cc1)N1CCN(c2ncccn2)CC1,-2.3,1.8
O=C(O)c1ccc(N/N=C/c2ccc(-c3ccccc3Cl)o2)cc1,2.2*,67.6*
CCCN(CCC)S(=O)(=O)c1cccc(C(=O)N=c2sccn2C)c1,0.3,-2.8
Cc1cc(NC(=O)CCCC(=O)Nc2ccc(F)cc2)no1,14.6,-13.3
COc1ccc(C(c2oc(CO)cc(=O)c2O)c2oc(CO)cc(=O)c2O)cc1,12.3,-1.2
CCCN1C(=O)C(O)(c2c(C)[nH]c3ccccc23)c2ccccc21 (configuration not stated),-14.3,17.2
Cc1ccc2cccc(NC(=S)NC(=O)c3c(Br)cnn3C)c2n1,-1.6,-15.7
COc1ccc(OC)c(CNc2ncc(-c3cccc([N+](=O)[O-])c3)n2C)c1,-2.9,7.1
CC(Oc1ccc(Br)cc1)C(=O)NCC(c1ccco1)N1CCCCC1 (configuration not stated),4.3,11.6
CNC(=O)CSc1nnc(-c2ccco2)n1-c1ccccc1,-2.7,5.7
COC(=O)CC/C(O)=C1/C(=N)CC(C)(C)CC1=O,6.4,3.3
Cc1ccc(NC(=S)N/N=C2\CCCCC2C)cc1 (configuration not stated),7.4,1.8
O=C1N[C@@H](c2ccccc2)COC(=O)[C@@H](Cc2ccc(F)cc2)CC/C=C/C[C@@H]1CC(=O)N(CCO)Cc1ccccc1,-2.4,34.7
COc1ccc(C(=O)OCCN2CCCCC2)cc1,-4.4,20.0
O=C(O)C1CCN(S(=O)(=O)c2ccc(Cl)s2)CC1,8.2,-19.2

4 entries from above, sorted by count of non-hydrogen atoms, falling:
smiles,H9c2 TAG inh DAPI viability,H9c2 TAG inh
CCCN(CCC)S(=O)(=O)c1cccc(C(=O)N=c2sccn2C)c1,0.3,-2.8
COc1ccc(CNC(=O)CCNC(=O)c2ccco2)cc1OC,6.7,-6.3
CC(=O)O[C@@H]1C[C@H]2C(C)=C[C@H]3OC(=O)[C@@H](C)[C@H]3C[C@H]2[C@]1(C)O,3.9,6.1
Cc1ccc(NC(=S)N/N=C2\CCCCC2C)cc1 (configuration not stated),7.4,1.8

Returning to the listing, starting two compounds before the break.
smiles,H9c2 TAG inh DAPI viability,H9c2 TAG inh
COc1ccc(C(=O)OCCN2CCCCC2)cc1,-4.4,20.0
O=C(O)C1CCN(S(=O)(=O)c2ccc(Cl)s2)CC1,8.2,-19.2
COCCNC(=O)CN(C(=O)c1ccc(N2CCCC2)nc1)c1ccc(F)c(Cl)c1,5.5,-16.1
Cc1cc(-c2[nH]nc3c2C(c2ccc(Cl)cc2)C(C#N)=C(N)O3)c(C)s1 (configuration not stated),-9.3,11.7
O[C@H]1C[C@H](c2ccccc2)N(Cc2cccs2)C[C@@H]1n1cc(C2CC2)nn1,-6.0,2.7
O=C(NCc1cc(Cl)cc(Cl)c1)c1ccc2nc(COCCO)[nH]c2c1,2.0,12.5
COC(=O)C(NC(C)=O)(Nc1ccc(Br)cn1)C(F)(F)F (configuration not stated),2.0,-14.3
COc1ccc(C(=O)NC2c3ccccc3-c3ccccc32)cc1,-6.2,-3.1
COc1ccc(CCNC(=O)C(=O)N2CCCC2)cc1OC,-2.9,-19.8
CCN(CC(=O)NCc1ccc(Cl)cc1)C(=O)c1cccc(S(=O)(=O)Nc2ccc(OC)cc2)c1,-4.7,20.1
CCN(CC)C(=O)N1CCN(C)CC1,5.5,-8.4
Cc1nc2ccc(NC(=O)CS(=O)(=O)c3ccccc3)cc2s1,8.9,-10.4
Cc1cc(C)n2nc(-c3ccc(F)cc3)nc2n1,8.6,-15.9
O=C1CC(c2cccc([N+](=O)[O-])c2)c2c(ccc3ccccc23)N1 (configuration not stated),-3.2,17.2
COc1ccc(-c2csc(NC(=O)C3=NN(c4ccccc4)C(=O)CC3)n2)cc1,7.7,1.7
CCOC(=O)/C(C#N)=C/Nc1ccccc1OC,-17.7,1.0
COC(=O)CS(=O)(=O)c1ccsc1C(=O)Nc1ccc(F)c(F)c1,-1.0,-1.0
COc1ccc(N=C2SC(CC(=O)Nc3ccccc3F)C(=O)N2Cc2ccco2)cc1 (configuration not stated),0.8,-3.3
CCOC(=O)C1CCN(C(=O)c2cccc(S(=O)(=O)N(C)C3CCCCC3)c2)CC1,-6.5,-10.9
CCCOc1c(OC)cccc1C1CC(=O)Nc2cc3c(cc21)OCO3 (configuration not stated),-7.3,-39.9
O=c1[nH]c(SCc2ccccc2)nc2c1cnn2-c1ccc(F)cc1,-0.5,0.8
Cc1c(NC(=O)C(C)OC(=O)c2cccc(S(=O)(=O)N(C)C)c2)c(=O)n(-c2ccccc2)n1C (configuration not stated),7.7,3.7
COCOCCn1cc(CN2CCS(=O)(=O)N(Cc3ccc(-c4ccccc4)cc3)C(CC(C)C)C2=O)nn1 (configuration not stated),-11.8,9.2
Cc1[nH]n(-c2ccccc2)c(=O)c1N=Nc1nccs1,-2.4,8.9
COc1ccc([C@@H]2[C@@H](C)N(c3ccccc3)c3ccccc3C(=O)N2Cc2ccccc2)cc1,3.7,-22.2
CCCc1cc(C(=O)Nc2cccc(-c3nn[nH]n3)c2)sc1C,-12.4,-3.2
COc1ccccc1/C=C/C(=O)c1cc(Br)ccc1OC(=O)c1ccco1,-1.3,-37.2
COc1ccc(NC(=O)CN(C)CC(=O)NCC2CCCCC2)cc1,3.9,14.8
CC1CN(C(=O)COc2ccc3ccccc3c2)CC(C)O1 (configuration not stated),9.5,-6.2
O=C(CSc1n[nH]c(=O)[nH]c1=O)N/N=C/C=C/c1ccccc1,3.1,-6.0
Cc1ccc(C(=O)c2ccccc2C(=O)OCC(=O)N2CC(C)CC(C)C2)cc1 (configuration not stated),2.7,-0.5
O=C(NCCO)c1ccc2c3n(nc2c1)-c1ccccc1CO3,4.9,17.6
COc1cccc(-c2cnc3c(NC=O)cc(-c4ccc(N(C)C)cc4)cn23)c1,-19.1,19.7
O=C(CSc1nnc(-c2ccncc2)o1)Nc1cc(Cl)ccc1C(=O)O,9.3,-2.4
CCOC(=O)[C@@H]1[C@H]2COc3cc(OC)ccc3[C@H]2N2C(=O)N(c3ccc(C(F)(F)F)cc3)C(=O)[C@]12C,-5.9,9.8
CCN1C(=O)[C@H]2[C@@H](c3ccc(-c4cccc(Cl)c4)c(OC)c3)N[C@@](C)(C(=O)OC)[C@H]2C1=O,-2.5,34.7
C=CCn1c(N(C)C)nc2c1c(=O)[nH]c(=O)n2C,-4.2,2.8
O=C(Nc1ccc(Cl)cc1)NC1CCCC1Cc1ccco1 (configuration not stated),-7.4,-3.4
O=C(Cn1c(=O)oc2ccccc21)Nc1nnc(N2CCCCCC2)s1,-3.0,-19.2
Cc1cc(F)ccc1S(=O)(=O)N1CCCOC1CNC(=O)C(=O)NCCc1ccco1 (configuration not stated),5.5,-0.2
CC(Sc1ccc(S(=O)(=O)N2CCOCC2)cc1[N+](=O)[O-])C(=O)O (configuration not stated),-6.5,12.1
OC[C@@H]1CN(Cc2cccc(C(F)(F)F)c2)C[C@H](n2cnc3c(NCc4ccc(F)cc4)ncnc32)O1,-5.5,33.8
Cn1c(=O)c(NCCO)c2c3c(cccc31)C(=O)c1ccccc1-2,9.2,-61.2
CC1(Cc2ccc(C(F)(F)F)o2)C(=O)Nc2ccc(-c3cccc(C(F)(F)F)c3)cc21 (configuration not stated),6.0,0.8
COc1ccc(NC(=O)Cc2nnc(SCC(=O)Nc3cc(C)ccc3OC)n2C)cc1,-0.7,-5.8
Cc1ccc(-c2nn(-c3ccc(F)cc3)cc2C(=O)NCCCN2CCCC2=O)cc1,-2.2,-30.9
Cc1[nH]n(C)c(=O)c1[N+](=O)[O-],2.3,5.4
CCN(CC(=O)Nc1c(F)cccc1F)C(=O)c1ccc(Sc2nncn2C)c([N+](=O)[O-])c1,-3.4,9.6
CCCCN1C(=O)C(CC(=O)NC(c2ccccc2)c2ccccc2)CC(C(=O)N(C(C)C)C(C)C)=C1C (configuration not stated),2.6,12.7
CCCCNC(=O)Nc1c(C)cc(SC#N)cc1C,4.8,-3.5
Cc1cccc(Nc2ccc(S(=O)(=O)N3CCOCC3)cc2[N+](=O)[O-])c1,-4.4,-18.2
O=S(=O)(CCNC1CC1)NC1CCCCC1,-0.5,-8.9
CCn1c(SCC(=O)NC2CC2)nnc1-c1ccccc1,-7.5,7.7
O=C(CCNc1n[nH]c(=O)[nH]c1=O)N/N=C/c1ccc(Cl)cc1,-0.6,7.2
CCOc1ccc(CONS(=O)(=O)c2ccc(NC(C)=O)cc2)cc1Cl,2.1,7.7
CC1(C)C[C@@H]2C[C@@](C)(CN2C(=O)c2ccccc2)C1,-2.7,-18.0
O=C(O)C1CCCCC1C(=O)Nc1ccccc1Cl (configuration not stated),-4.8,-19.0
O=[n+]1cc(-c2ccc(F)cc2)n([O-])c2c1CCC2,-2.5,-18.7
O=C(CSc1n[nH]c(=O)n1CCc1ccccc1)NC1CCCC1,11.5,3.9
Cc1cc(C)n(/N=C/c2cc([N+](=O)[O-])ccc2O)c(=O)c1,3.0,-9.3
COc1cc(CCCN2C(=S)NC[C@@H]2Cc2ccccc2)cc(OC)c1OC,-1.6,-5.3
COc1ccc(-c2ccc(C(=O)NCCN3CCOCC3)c3occc23)c(C)c1,15.0,6.1
Cc1noc(C)c1C(=O)OCC(=O)c1cc(C)n(Cc2ccccc2Cl)c1C,-1.5,-13.1
Cc1nc2ccccn2c(=O)c1NC(=O)c1cccs1,2.2,1.6
CCN(CC)S(=O)(=O)c1ccc(/C=C/C(=O)OCC(=O)Nc2ccc(C(N)=O)cc2)cc1,-0.8,1.9

2 compounds picked at random from the list so far, as already listed:
smiles,H9c2 TAG inh DAPI viability,H9c2 TAG inh
COc1cc(CCCN2C(=S)NC[C@@H]2Cc2ccccc2)cc(OC)c1OC,-1.6,-5.3
COc1ccc(-c2ccc(C(=O)NCCN3CCOCC3)c3occc23)c(C)c1,15.0,6.1
